# ELG1 genotoxic – genotoxicity induction in ELG1-luciferase HEK293T cells | HEK293T ELG1-luciferase reporter, luminescence, 16 h | hit rate 1.3% among 330,000 | Potency, µM (doses to about 46 µM), inactives show at the highest dose activity change, positive = activation, usual class: activators; note: potency is the fitted concentration of half-maximal effect; % of control where 0% means no effect; nearly all actives have a fitted effect of over 60% in size
#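 Genotoxic stress is detected as increased luminescence from luciferase-tagged ELG1 in HEK293T cells, measured with ONE-Glo after a 16 hr treatment at 37 °C.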
# Rab9 promoter act – Rab9 promoter activation; Potency, µM (highest dose often 9.22 µM), for the others: at the highest dose activation, negative = inhibition, hits mostly activators; AID 485297; hit rate 2.8% among 320,000; Huh7 Rab9 promoter-luciferase reporter, luminescence, 24 h; note: potency is the fitted concentration of half-maximal effect; % of control where 0% means no effect; nearly all actives have a fitted effect of over 60% in size
#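 Using Huh7 cells stably transfected with Rab9 promoter–luciferase, compounds were incubated 24 h at 37 °C, 5% CO2; luciferase luminescence was read 10 min after reagent addition.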
# KCNH2 3.1 block – inhibitors of human KCNH2 3.1 potassium channel isoform; U2OS KCNH2 3.1, thallium flux FluxOr; active compounds read low; activity change, % (tested at about 1.8 µM); hit rate 0.95% among 340,000;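 active = maximum activity change below -70%; inconclusive = maximum activity change from -70% to -50%; inactive = maximum activity change above -50%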;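 note: thallium influx rate constant from kinetic fluorescence after stimulation buffer; % is set by controls: 0 for no effect and ±100 for the full control effect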
#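 Kinetic fluorescence (2 min after stimulation buffer) measures Tl+ influx through KCNH2 3.1 expressed by viral transduction in U2OS cells; the rate constant is normalized against DMSO controls serving as positive and negative references.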
# FLuc modulator – counter-screen for miR-21 project: firefly luciferase inhibitors or activators; P08659; purified FLuc, Km substrates, luminescence inhibition; Potency, µM (series often up to 57.5 µM), for the others: at the top dose activity change, negative = inhibition, actives largely listed as inhibitors; hit rate 6.9% among 360,000;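 note: potency is the fitted concentration of half-maximal effect; plate controls were vehicle for no effect and reference inhibitor for full effect; nearly all actives have a fitted effect of over 55% in size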
#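 Biochemical qHTS of compounds, final roughly 60 µM downward over six points, against 10 nM purified firefly luciferase using Km concentrations of substrates (10 uM D-luciferin, 10 uM ATP) in Tris acetate pH 7.5 buffer; luminescence output.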
# uPA generation – cell surface uPA generation inhibition | AID 540303 | cell surface uPA generation assay, qHTS | Potency, µM (doses to about 38.3 µM), for inactives: top-dose activity change, negative = inhibition, usual class: inhibitors | hit rate 0.31% among 330,000; active = well fitted inhibition curve with a large enough effect; inconclusive = small, poorly fitted or top-dose-only effect; inactive = no such curve, though single readings can be large or run the other way; tested in mouse RAW 264.7 cells; note: potency is the fitted concentration of half-maximal effect; % is set by controls: 0 for no effect and ±100 for the full control effect; nearly all actives have a fitted effect of over 55% in size
# VP16 counter – inhibits Gal4-VP16 luciferase reporter, ROR gamma counter-screen | AID 2546 | Potency, µM (doses to about 53.6 µM), inactives show at the top dose activity, negative = inhibition, actives largely listed as inhibitors | Drosophila S2 Gal4-VP16 UAS-luciferase, luminescence, 20 h | hit rate 3.5% among 310,000;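 note: Gal4-VP16 expression switched on by copper sulfate through the metallothionein promoter; potency is the fitted concentration of half-maximal effect; % is set by controls: 0 for no effect and ±100 for the full control effect; nearly all actives have a fitted effect of over 50% in size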
# Tb PFK inh – inhibitors of T. brucei phosphofructokinase. T. brucei PFK, ADP-Glo luminescence. hit rate 0.17% among 330,000. O15648. AID 485367. Potency, µM (top dose mostly 57.5 µM), without a hit: at the top dose activity, negative = inhibition, actives largely listed as inhibitors;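 note: potency is the fitted concentration of half-maximal effect; 0% = uninhibited 1x PFK enzyme wells and -100% = no-enzyme wells; nearly all actives have a fitted effect of over 60% in size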
# Target sequence (O15648 whole entry, looked up): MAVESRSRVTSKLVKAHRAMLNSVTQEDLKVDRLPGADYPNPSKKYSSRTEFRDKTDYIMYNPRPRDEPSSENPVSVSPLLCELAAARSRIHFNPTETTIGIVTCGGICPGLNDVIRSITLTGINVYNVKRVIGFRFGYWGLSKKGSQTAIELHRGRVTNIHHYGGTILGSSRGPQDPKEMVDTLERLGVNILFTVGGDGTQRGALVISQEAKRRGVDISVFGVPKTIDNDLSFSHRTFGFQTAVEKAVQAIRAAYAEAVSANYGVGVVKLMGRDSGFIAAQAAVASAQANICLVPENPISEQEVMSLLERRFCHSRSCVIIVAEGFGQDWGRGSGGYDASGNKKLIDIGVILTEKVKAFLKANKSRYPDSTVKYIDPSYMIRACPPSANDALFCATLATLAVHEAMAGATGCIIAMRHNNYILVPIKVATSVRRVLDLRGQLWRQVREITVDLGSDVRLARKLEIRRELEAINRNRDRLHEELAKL
#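 In TEA buffer at pH 8.0 with 5 mM MgCl2, enzyme (1.25 nM) converted F6P (0.5 mM) and ATP (0.1 mM) for 45 min at room temperature. ADP product was read by luciferase luminescence.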
# Giardia kill – kills Giardia lamblia; Giardia lamblia trophozoite viability; activity change, % at 7.66 µM, hits read low; hit rate 0.15% among 340,000; AID 540267; in the data active = activity change below about -80%; inconclusive = between about -30% and that limit;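 note: parasites exposed to compound for two days anaerobically before the ATP read; % is set by controls: 0 for no effect and ±100 for the full control effect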
#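 Each well holds 100 Giardia trophozoites and compound. After two days (48 hrs) at 37 deg C in anaerobic conditions, ATP is quantified by luminescence.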
# Coupling enz – inhibits coupling enzyme system, counter-screen for aldolase hits. coupling enzyme system counterscreen, AmpLite Red fluorescence. activity change, negative = inhibition, % at 58.2 µM, hits read low. hit rate 0.67% among 290,000. AID 2472; in the data active = activity change below about -30%; note: % is set by controls: 0 for no effect and ±100 for the full control effect
#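 First, compound is pin-transferred into glyceraldehyde-3-phosphate coupling-enzyme reagent at 57.5 uM final and held 10 min at RT. Next, substrate, coupling system and AmpLite Red are added. After 20 min RT, fluorescence (525/598 nm) is read.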
# RORgamma inh – inhibitors of mouse ROR gamma transcriptional activity. P51450. Drosophila S2 Gal4-RORgamma UAS-luciferase reporter, 20 h. Potency, µM (titrated, usually from 53.6 µM), without a hit: top-dose activity change, negative = inhibition, hits mostly inhibitors. hit rate 5.4% among 310,000; note: potency is the fitted concentration of half-maximal effect; % is set by controls: 0 for no effect and ±100 for the full control effect; nearly all actives have a fitted effect of over 60% in size
# Target sequence (P51450 whole entry, looked up, the tested form may be a part): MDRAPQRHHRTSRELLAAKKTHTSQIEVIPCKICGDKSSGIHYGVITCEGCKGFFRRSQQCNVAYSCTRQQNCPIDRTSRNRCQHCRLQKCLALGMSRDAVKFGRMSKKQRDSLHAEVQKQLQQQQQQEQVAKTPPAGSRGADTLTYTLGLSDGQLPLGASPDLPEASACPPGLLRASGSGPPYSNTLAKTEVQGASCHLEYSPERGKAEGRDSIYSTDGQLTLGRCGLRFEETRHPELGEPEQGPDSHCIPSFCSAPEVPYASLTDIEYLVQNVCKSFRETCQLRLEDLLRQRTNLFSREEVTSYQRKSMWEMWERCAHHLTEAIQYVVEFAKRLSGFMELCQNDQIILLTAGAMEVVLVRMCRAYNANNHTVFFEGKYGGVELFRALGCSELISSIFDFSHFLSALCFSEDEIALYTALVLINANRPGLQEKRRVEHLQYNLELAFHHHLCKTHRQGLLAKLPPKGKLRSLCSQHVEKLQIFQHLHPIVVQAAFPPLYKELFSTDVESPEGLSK
#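 Drosophila Schneider cells stably carrying a metallothionein-driven Gal4 DBD–ROR gamma fusion and a UAS-Photinus luciferase reporter were exposed to compound for 1 hr, then induced with copper sulfate (700 uM final) for 20 hr at ambient temperature before luminescence reading.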
# NPC1 prom act – activators of NPC1 promoter | hit rate 2.4% among 320,000 | AID 485313 | Potency, µM (series often up to 9.22 µM), for inactives: top-dose activation, hits mostly activators | Huh7 NPC1 promoter luciferase reporter, 24 h;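 note: potency is the fitted concentration of half-maximal effect; % of control where 0% means no effect; nearly all actives have a fitted effect of over 60% in size; reporter is driven by a mutant NPC1 promoter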
#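 Huh7 reporter cells (NPC1 promoter driving luciferase) are dosed with compound for 24 h at 37 °C, 5% CO2; luciferase detection reagent is then added and luminescence measured after 10 min at ambient temperature.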
# Starred values were filed as active, the others as inactive; ? = inconclusive; . = no result given; [ ] = another dose, or the depositor's remark. Unless noted, calls come from the whole dose curve; as a rule, active = well fitted curve in the direction sought with a large enough effect; inconclusive = small, poorly fitted or top-dose-only effect, or another doubt; inactive = no such curve, though single readings can be large; an effect the other way counts as inactive or inconclusive. Outcome played no part in choosing rows. Share with any hit: about 14%.
compound | ELG1 genotoxic | VP16 counter | KCNH2 3.1 block | Giardia kill | Coupling enz | uPA generation | RORgamma inh | FLuc modulator | Tb PFK inh | NPC1 prom act | Rab9 promoter act
CC(C)[C@H](NC(=O)N1CCn2c1nc1ccccc12)C(=O)NCc1ccc(F)cc1 | -2.4% | -3.8% | -12.7 | -5.3 | 1.3 | 1.0% | 0.1% | 0.3% | -3.3% | 0.7% | 3.8%
CC(=O)c1ccccn1 | 1.3% | 8.4% | 3.0 | 14.6 | . | 6.7% | -7.1% | -0.2% | -10.7% | 10.4% | 10.1%
COCCN=C1Sc2nc3cc(C)c(C)cc3cc2CN1Cc1cccs1 | 2.6% | 1.2% | -1.1 | -5.8 | 0.1 | -1.7% | -0.9% | -7.2% | -14.0% | -0.4% | 17.0%
O=C(CN(Cc1ccc(F)cc1)C(=O)CNS(=O)(=O)c1ccc(F)cc1)NCc1ccco1 | -0.1% | -0.2% | 20.2 | -2.9 | 0.4 | -1.8% | 21.3% | 0.7% | 0.5% | -2.1% | 1.4%
Cc1cccc(-n2c(C)cc(/C=N/O)c2C)c1 | 1.4% | 1.3% | 9.1 | 14.1 | -2.8 | 15.6% | -31.4% | -13.1% | 5.4% | 7.2% | -1.8%
CN1CCN(S(=O)(=O)c2ccc(NC(=O)c3cccs3)cc2)CC1 | . | 8.7% | -14.2 | -6.3 | -1.1 | 4.2% | 14.6% | 0.3% | . | . | .
c1cc(-c2cccs2)nc(-c2cccs2)c1 | 10.5% | -3.3% | -7.9 | 4.9 | -5.9 | 6.1% | 0.0% | 15.1µM* | -3.8% | 7.7% | 4.3%
O=C(O)c1ccc(S(=O)(=O)N[C@H](Cc2ccc([N+](=O)[O-])cc2)C(=O)O)cc1 | . | -4.3% | . | . | 0.5 | . | 4.3% | 0.9% | 3.2% | -0.8% | -0.7%
Cc1ccc(C(=O)c2ccccc2C(=O)Nc2ccccc2)cc1 | 3.6% | . | . | -0.3 | . | -3.8% | . | -1.9% | 0.0% | -3.9% | -5.5%
Cc1cccc(NS(=O)(=O)c2ccc(C(=O)N3CC(C)OC(C)C3)cc2)c1C (stereo not given) | -5.6% | . | 8.5 | 12.1 | . | 0.0% | . | -0.4% | -1.9% | -5.1% | -2.4%
COc1ccc(/C=C2\CCc3c2nc2ccccc2c3C(=O)O)cc1OC | 4.11µM* | 11.2µM* | 4.0 | ? | 0.1 | 3.55µM* | 8.91µM* | 0.301µM* | 0.7% | 0.398µM* | 0.316µM*
C/C(=N\NS(=O)(=O)c1ccc(C)cc1)c1ccc(C)o1 | 2.4% | -13.1%[10 µM] | 0.3 | -8.6 | 2.1 | 0.1% | 36.5% | 0.0% | 4.0% | -3.8% | 3.0%
O=C(Nc1nc(-c2cc3ccccc3o2)cs1)c1ccc(S(=O)(=O)N2CCCC2)cc1 | -4.7% | 7.94µM* | -38.7 | -1.0 | -7.8 | -29.2% | ? | -0.4% | -1.4% | -15.6% | -22.0%
Cn1cc(CNC(=O)C2c3ccccc3Oc3ccccc32)cn1 | 0.3% | -2.8% | -5.6 | -11.4 | 0.1 | 0.5% | 1.3% | -2.2% | 0.2% | -0.3% | -1.8%
COc1ccc(-c2cc(C(=O)N3CCN(Cc4ccccc4)CC3)no2)cc1OC | -1.9% | -12.0% | 5.2 | 20.8 | 4.5 | . | 12.9% | -15.4% | 0.1% | -7.1% | 4.7%
CC1(C)C2CCC1(C(=O)O)c1nc3ccccc3nc12 (stereo not given) | 1.0% | -6.9% | -6.7 | 5.1 | 2.0 | 1.7% | 5.3% | 1.7% | -0.2% | 0.1% | -2.3%
Cn1nc(C(C)(C)C)cc1C(=O)NNC(=O)c1ccccc1Cl | -12.3% | -20.5% | -0.6 | -18.9 | 6.6 | 0.6% | ? | 1.0% | 4.0% | -0.8% | 1.1%
COc1ccc(OC)c(N(C(=O)c2ccco2)C(C(=O)NC2CCCC2)c2ccc(N3CCOCC3)cc2)c1 (stereo not given) | -0.4% | 4.5% | 0.6 | 1.5 | 1.2 | -1.3% | 11.1% | 1.7% | 1.9% | -4.6% | -2.4%
CC1COC(=O)C(NNc2ccc(Cl)c(Cl)c2)=N1 (stereo not given) | 3.0% | -9.6% | -2.1 | -22.9 | -0.4 | -10.1% | 31.1% | ? | -18.8% | 7.5% | -2.8%
O=C(Nc1ccc(Cl)cc1)C1CC(=O)n2c(nc3ccccc32)N1 (stereo not given) | ? | -1.8% | 0.2 | 4.4 | 4.2 | 3.7% | -1.3% | 1.5% | 1.9% | -15.4% | 0.7%
COc1ccc(OC)c(-n2nnnc2SCC(=O)Nc2ccccc2OC)c1 | -8.4% | -1.5% | 1.8 | -8.0 | 7.3 | -3.5% | ? | 2.2% | 1.4% | 8.1% | 6.8%
O=C(NC1CCCC1)c1cccc2c1C(=O)c1ccc(Cl)cc1S2(=O)=O | 3.4% | . | . | -14.4 | . | 1.6% | . | 3.3% | -7.2% | -0.7% | -5.2%
CCOC(=O)N/N=C\C=C\c1ccc2c(c1)OCO2 | ? | 7.4% | 16.8 | 6.0 | 1.4 | -1.2% | 24.4% | 13.5µM* | -0.4% | ? | 3.16µM*
c1ccc(Cn2nnnc2C(c2cccs2)N2CCOCC2)cc1 (stereo not given) | -2.8% | 2.9% | -7.2 | 10.6 | 0.9 | -2.2% | -1.3% | 3.4% | 2.4% | 0.7% | -2.2%
O=C(CCNS(=O)(=O)c1ccc(Br)cc1)NCCc1ccc(Cl)cc1 | -5.4% | -14.3% | -16.3 | 15.1 | . | 2.9% | 25.0% | 0.5% | -6.8% | -4.3% | -1.0%
CCCCN(C(=S)SC)C1CCS(=O)(=O)C1 (stereo not given) | -0.5% | -3.7% | 13.1 | -13.3 | 4.7 | -9.5% | 5.2% | -0.9% | 0.3% | -4.8% | -2.9%
Nc1nonc1C(=O)NCCNS(=O)(=O)c1ccc(Br)cc1 | -1.3% | -9.1% | 0.8 | -9.2 | 0.0 | -6.3% | -30.1% | -0.8% | 1.3% | -17.2% | 3.7%
CN(C)c1ccc(S(=O)(=O)N2CCC(Cc3ccccc3)CC2)cn1 | -1.5% | . | -3.9 | -4.6 | . | 7.3% | . | . | 10.6% | . | .
CCOC(=O)C1(C)/C(=N/Nc2ccccc2Cl)C(=O)C(=O)N1c1ccccc1 (stereo not given) | -6.1% | 0.6% | 5.5 | 1.9 | -4.9 | -2.2% | 9.6% | -0.7% | -2.8% | 3.4% | 0.5%
CC(NC(=O)C1CCC(CNc2c(N3CCOCC3)c(=O)c2=O)CC1)c1ccccc1 (stereo not given) | 3.8% | -21.9% | 19.8 | -18.8 | 4.3 | 3.0% | -5.9% | 5.4% | 1.8% | 1.1% | 4.7%
Cn1c(=O)c2c(nc(NCC3CCCO3)n2C)n(C)c1=O (stereo not given) | -2.6% | -7.9% | 1.9 | 6.7 | -0.9 | 9.1% | 1.6% | -0.3% | 1.0% | -2.5% | 0.2%
CC(=O)Nc1ccc(S(=O)(=O)N(Cc2ccco2)Cc2cc3ccccc3[nH]c2=O)cc1 | -5.8% | 4.8% | -24.3 | 6.6 | . | 3.5% | ? | 3.6% | 2.5% | -2.2% | 4.1%
COc1ccc(CNC(=S)NCc2ccc(OC(C)C)cc2)cc1 | -0.3% | -22.0% | -13.7 | 3.0 | 0.1 | 3.2% | ? | -1.9% | -3.0% | -3.5% | -1.6%
Cc1ccc(NC(=O)/C=C/c2cccc([N+](=O)[O-])c2)nc1 | 16.1% | 3.4% | 0.4 | -24.2 | 0.3 | 0.6% | ? | -0.8% | -2.5% | 1.1% | 19.2%
CC(C)c1nnc(NC(=O)CCC(=O)Nc2ccc3cn[nH]c3c2)s1 | -0.8% | 6.5% | 10.2 | -11.4 | -2.2 | 2.1% | 24.9% | 1.7% | 4.6% | 1.6% | -4.9%
COc1ccc(S(=O)(=O)N(C)c2ccccc2)c2cccnc12 | 1.6% | 0.3% | -8.2 | -2.5 | -1.3 | -13.1% | 0.7% | 3.2% | -1.6% | 2.9% | -1.5%
CCCCc1c(C)c(C#N)c2nc3ccccc3n2c1Cl | -10.8% | -6.2% | . | . | 3.8 | . | -43.1% | 5.4% | -0.3% | -17.0% | -33.9%[inhibitor]
Cc1nn2cc(-c3ccc(-c4ccccc4)cc3)nc2s1 | 0.82µM* | ? | -20.4 | 0.9 | -0.6 | 1.7% | ? | 0.536µM* | -7.5% | 0.631µM* | ?
CN1C(=O)/C(=N\OC(=O)c2ccccc2Cl)c2ccccc21 | 0.2% | -0.9% | 11.4 | -13.7 | -2.2 | -2.5% | 1.7% | ? | 4.2% | -7.7% | 2.0%
Cc1ccc(CSc2nc3ccccc3cc2C=O)cc1 | 5.8% | -28.1% | -18.8 | 12.9 | 0.8 | -3.2% | -20.8% | -17.6% | 2.4% | -18.4% | 3.6%

# Screening results as filed in PubChem.
